IMPase Li cell: cell-permeable IMPase inhibitors with lithium potentiation. 0.35% of 210,000 active. CHO-M1 cells, IP1 TR-FRET (IP-One), carbachol + lithium. Potency, µM (top dose mostly 59.4 µM), without a hit: at the top dose activity, negative = IMPase inhibition, hits mostly inhibitors;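 also: IP1 builds up when IMPase is blocked and the TR-FRET signal falls; potency is read from the fitted curve at half-maximal effect; plate controls were basal vehicle for no effect and high inhibitor control for full effect; nearly all actives have a fitted effect of over 50% in size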
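Test compounds were applied to CHO-M1 cells previously cultured for 16–30 h at 2000 per well. A small lithium amount accompanied them; after 30 min at 37C, IP1 was quantified by TR-FRET.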
HTT aggregate: mutant huntingtin aggregation inhibition. PC12 HttQ103-GFP aggregates, Acumen cytometry, 40 h. Potency, µM (series often up to 46.1 µM), for inactives: at the top dose activity change, negative = inhibition, most hits filed as inhibitors. 1.1% of 220,000 active. AID 1688; also: potency is read from the fitted curve at half-maximal effect; % is scaled to controls: 0 for no effect and ±100 for the full control effect; nearly all actives have a fitted effect of over 60% in size
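Aggregate formation scored by laser-scanning cytometer (488 excitation, 500–530 emission) in lysed PC12 cells expressing Q103-GFP after 100 nM tebufenozide induction; library tested in dose series, with ATPLite reagent added in the multiplex.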
L3MBTL1 inh: blocks human L3MBTL1; Potency, µM (doses to about 57.1 µM), for the others: at the top dose activity, negative = inhibition, usual class: inhibitors; Q9Y468; AlphaScreen L3MBTL1–H3K9me1 peptide binding; 0.66% of 230,000 active; also: potency is read from the fitted curve at half-maximal effect; % is scaled to controls: 0 for no effect and ±100 for the full control effect; nearly all actives have a fitted effect of over 60% in size
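Displacement of a biotinylated histone H3(1-15) peptide monomethylated at Lys9 (75 nM) from L3MBTL1 (50 nM) was measured by AlphaScreen after a 30 min room-temperature compound incubation; cefsulodin titration served as intraplate control.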
KinaseGlo FLuc: blocks Kinase-Glo luciferase, a counter-screen artifact. Kinase-Glo luciferase, ATP luminescence, 8 min. Potency, µM (titrated, usually from 38.3 µM), without a hit: at the top dose activity change, negative = inhibition, usual class: inhibitors. 0.28% of 200,000 active. AID 1379; also: potency is read from the fitted curve at half-maximal effect; % is scaled to controls: 0 for no effect and ±100 for the full control effect; nearly all actives have a fitted effect of over 60% in size
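Luminescence was the read-out, taken after 8-minute incubation at ambient temperature. Luciferase turned over luciferin with 10 uM ATP in imidazole pH 7.2 buffer containing KCl, MgCl2, Tween 20 and BSA.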
Epigenetic reg: derepresses silenced GFP reporter in murine cells; murine LDR cells, GFP reporter derepression, 30 h; AID 1865; 0.2% of 280,000 active; Potency, µM (titrated, usually from 53.9 µM), without a hit: top-dose GFP activation, hits mostly activators; also: potency is read from the fitted curve at half-maximal effect; % of control where 0% means no effect; nearly all actives have a fitted effect of over 60% in size
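Reporter derepression read as number of fluorescent GFP-positive objects, 20-120 um in size, counted by laser-scanning cytometer. Mouse LDR line with an epigenetically silenced CMV-GFP locus; compound incubation 30 h, 37 C.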
CBFb RUNX1 block: blocks binding between human CBF-beta and RUNX1; Q01196+Q13951; AlphaScreen CBFb-His/RUNX1-biotin binding, biochemical; Potency, µM (doses to about 59.8 µM), without a hit: top-dose activity, negative = inhibition, hits mostly inhibitors; 230,000 tested, under 10 active; also: % of control where 0% means no effect
Target sequence (Q01196 whole entry, looked up): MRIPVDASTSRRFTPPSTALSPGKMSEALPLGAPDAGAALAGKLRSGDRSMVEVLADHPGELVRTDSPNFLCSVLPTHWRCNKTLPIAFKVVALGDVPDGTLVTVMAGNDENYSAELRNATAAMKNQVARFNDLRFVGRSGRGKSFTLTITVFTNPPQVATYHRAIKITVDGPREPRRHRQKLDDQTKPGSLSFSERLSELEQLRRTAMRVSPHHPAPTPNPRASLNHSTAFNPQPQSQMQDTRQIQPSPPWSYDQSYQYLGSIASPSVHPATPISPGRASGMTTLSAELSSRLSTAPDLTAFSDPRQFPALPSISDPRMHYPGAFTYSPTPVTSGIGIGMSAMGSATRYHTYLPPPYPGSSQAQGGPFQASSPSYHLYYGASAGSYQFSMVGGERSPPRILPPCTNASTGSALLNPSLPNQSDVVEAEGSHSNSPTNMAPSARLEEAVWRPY
Target sequence (Q13951 whole entry, looked up): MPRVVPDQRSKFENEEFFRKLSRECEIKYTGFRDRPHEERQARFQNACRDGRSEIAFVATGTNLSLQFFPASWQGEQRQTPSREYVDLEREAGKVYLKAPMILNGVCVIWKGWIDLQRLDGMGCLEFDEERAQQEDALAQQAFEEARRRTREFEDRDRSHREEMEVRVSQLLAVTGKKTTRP
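Read-out: AlphaScreen. Format: His-CBF-beta with biotinylated RUNX1 (30 nM each) preincubated 20 min, compound 15 min, Ni-chelate plus streptavidin beads 90 min; room temperature throughout.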
NPSR antagonist: neuropeptide S receptor (human) antagonism, cAMP; Q6W5P4; Potency, µM (top dose mostly 38.3 µM), for inactives: top-dose activity change, negative = inhibition, most hits filed as inhibitors; AID 1461; CHO-NPSR cells, cAMP TR-FRET, antagonist mode; 1% of 220,000 active; also: potency is read from the fitted curve at half-maximal effect; % is scaled to controls: 0 for no effect and ±100 for the full control effect; nearly all actives have a fitted effect of over 50% in size; many of its hits are not listed in these tables
Target sequence (Q6W5P4 whole entry, looked up): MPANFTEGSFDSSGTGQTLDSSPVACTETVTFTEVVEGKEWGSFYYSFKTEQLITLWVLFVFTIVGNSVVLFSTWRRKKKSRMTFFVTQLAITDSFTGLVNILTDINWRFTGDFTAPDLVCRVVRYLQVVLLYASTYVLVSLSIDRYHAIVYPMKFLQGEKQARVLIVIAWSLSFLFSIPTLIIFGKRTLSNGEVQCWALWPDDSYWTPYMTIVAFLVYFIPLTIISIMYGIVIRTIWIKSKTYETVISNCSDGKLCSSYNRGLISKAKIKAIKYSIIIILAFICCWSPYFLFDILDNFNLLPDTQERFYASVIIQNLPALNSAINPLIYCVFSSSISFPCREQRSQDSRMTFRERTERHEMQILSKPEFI
* marks the source's active call; other numbers are inactive results; ? = inconclusive; . = not tested or not shown; [ ] = another dose, or the depositor's remark. Calls follow the shape of the dose curve; as a rule, active = well fitted curve in the direction sought with a large enough effect; inconclusive = small, poorly fitted or top-dose-only effect, or another doubt; inactive = no such curve, though single readings can be large; an effect the other way counts as inactive or inconclusive. These rows are one share of the data; count on the stated rates, not on these rows.

SMILES	IMPase Li cell	HTT aggregate	L3MBTL1 inh	KinaseGlo FLuc	Epigenetic reg	CBFb RUNX1 block	NPSR antagonist
Cc1nn(C(C)C)c(C)c1CN1CCN(Cc2ccsc2)C(CCO)C1 (configuration not stated)	6%	-3%[9.22 µM]	3%	.	-1.2%	6%	-4%
COC(=O)c1ccc(OC)c(CSc2nnc(COc3ccccc3)o2)c1	7%[38.3 µM]	?	23%	0%	-8.9%	26%	-22%[46.1 µM]
CCNC(=O)Cc1c(OC)ccc2cc(Br)ccc12	-8%	4%[9.22 µM]	0%	0%	-3.6%	7%	-13%
CCN1CCN(C(=O)Cn2c(=O)sc3ccccc32)CC1	4%[38.3 µM]	3%	-3%	-3%	1.7%	-1%	?
O=C(CCCSc1nc2ccccc2s1)Nc1nccs1	14%[38.3 µM]	-8%	0%	-7%	-5.5%	9%	2%[46.1 µM]
CC1CCCCN1C(=O)COc1ccc(F)cc1 (configuration not stated)	4%	-10%[9.22 µM]	-4%	4%	-5.4%	-1%	8%
CCSc1nc2ccccc2n1C(=O)c1ccc(S(=O)(=O)N2CCCCC2)cc1	-4%[38.3 µM]	-20%	12%	-3%	-1.1%	9%	-7%[46.1 µM]
C=C(C)CNC(=S)N/N=C/C1=CCC2CC1C2(C)C (configuration not stated)	20%	29%	-9%	3%	2.1%	5%	6%[46.1 µM]
Cc1ccccc1Oc1nc2ccccn2c(=O)c1/C=C(\C#N)C(=O)Nc1c(C)n(C)n(-c2ccccc2)c1=O	14%	16%	1%	3%	-1.1%	11%	7%
O=C(COc1ccc(C(=S)N2CCOCC2)cc1)Nc1ccccc1C(F)(F)F	8%	-9%[9.22 µM]	5%	0%	-4.0%	-1%	-6%
COc1ccc(C(=O)NCc2cn3cccc(C)c3n2)cc1OC	1%[38.3 µM]	0%	2%	-2%	0.8%	5%	-1%[46.1 µM]
COC(=O)c1sccc1NC(=O)/C=C/c1ccc(Cl)cc1	7%	1%	8%	?	0.0%	11%	-1%
Cc1ccc(Cl)cc1N1CCN(C(=O)c2cc3c(=O)n(C)c4ccccc4c3n2C)CC1	24%[38.3 µM]	-12%	.	-1%	-2.8%	-1%	?
CCn1c(SCC(=O)N(C)C2CCS(=O)(=O)C2)nnc1-c1cccs1 (configuration not stated)	-1%	22%	.	2%	0.0%	2%	23%
O=S(=O)(Nc1cccc(S(=O)(=O)N2CCOCC2)c1)c1ccc(Cl)s1	-2%	-12%[9.22 µM]	6%	1%	-2.4%	3%	18%
Oc1cc2c(cc1O)[C@@H](c1ccccc1)CNCC2	5%	-16%	-4%	0%	-2.1%	1%	4%
COc1ccc(-n2c(=O)/c(=C\c3cccs3)s/c2=C(/C#N)C(=O)NCCN2CCOCC2)cc1	-2%	20%	.	-2%	1.7%	5%	-4%
COc1cc2c(cc1OC)C(c1ccccc1)N(S(C)(=O)=O)CC2 (configuration not stated)	7%	-6%[9.22 µM]	6%	.	-0.1%	3%	7%
O=C(Nc1ccc2c(c1)OCCO2)C1CCCN(S(=O)(=O)Cc2ccccc2)C1 (configuration not stated)	-2%[38.3 µM]	2%[9.22 µM]	.	-1%	-2.6%	-2%	-19%[46.1 µM]
CCC(C)(C)NC(=O)C(c1ccccn1)N(C(=O)c1csnn1)c1ccc(C)c(C)c1 (configuration not stated)	-7%	-15%	.	-2%	0.5%	4%	-6%
CCOC(=O)c1c[nH]c2c(C)ccc(Cl)c2c1=O	0%	15%	0%[11.4 µM]	2%	-0.3%	5%	-13%
CCOc1ccc(S(=O)(=O)N(CC(=O)O)c2ccccc2)cc1	2%[38.3 µM]	0%	10%	3%	-1.7%	1%	-3%[46.1 µM]
Nc1c(-c2ccccc2)c(CN2CCOCC2)nn1-c1ccc(C(=O)O)cc1	-2%	11%	6%	1%	0.0%	4%	14%
NCC(=O)Nc1ccc(Cl)cc1C(=O)c1ccc[nH]1	-3%	-17%[9.22 µM]	?	-2%[7.66 µM]	-1.1%	?	13%
CCCCCOC(=O)CSc1n[nH]c(=O)[nH]c1=O	19%[38.3 µM]	-15%	.	-2%	-1.3%	0%	-10%[46.1 µM]
Additional entries follow:
SMILES	IMPase Li cell	HTT aggregate	L3MBTL1 inh	KinaseGlo FLuc	Epigenetic reg	CBFb RUNX1 block	NPSR antagonist
O=C(Nc1ccc(C(=O)Oc2ccccc2)c(O)c1)c1ccccc1	21%	-22%	.	-4%	2.5%	-5%	-11%
O=C(C1CCC(=O)N1C1CCCCC1)N1CCN(c2ccc(F)cc2)CC1 (configuration not stated)	-6%[38.3 µM]	31%	2%	7%	3.9%	6%	-3%[46.1 µM]
CCC1CCCCN1C(=O)CN1C(=O)CSC1=O (configuration not stated)	25%[38.3 µM]	-2%	.	2%	3.5%	-3%	20%[46.1 µM]
O=C(CCSc1ccccc1)NCCN1CCOCC1	-6%[38.3 µM]	-21%	3%	1%	0.0%	2%	-5%[46.1 µM]
COc1ccc(C2CC(=O)c3cnc(NC(=O)c4ccccc4OC)nc3C2)c(OC)c1 (configuration not stated)	7%	-6%	-11%	-2%	0.0%	-8%	-15%[46.1 µM]
NC(=O)c1cc(C(=O)c2ccccc2Cl)c[nH]1	11%	-25%	5%	-2%	1.2%	-4%	13%
CCCCCC1CC(CC(=O)Nc2ccc([N+](=O)[O-])cc2)C(=O)O1 (configuration not stated)	10%	4%	-4%	1%	-1.0%	3%	-19%
O=S(Cc1ccc(Cl)cc1)c1ncc(CO)n1Cc1ccccc1 (configuration not stated)	4%	-6%	1%	2%	-2.0%	4%	5%
COc1ccc(NC(=O)Cc2ccc(C)c(C)c2)cc1Cl	13%	-19%	9%	0%	2.2%	6%	-12%
Cc1ccccc1NC(=O)CCCSc1nc2ccccc2s1	4%	-13%	31%[activator]	0%	1.3%	-3%	-26%
CC12CCC(=O)N1C(C(=O)OCC(=O)Nc1cccc(S(=O)(=O)N3CCCCCC3)c1)CS2 (configuration not stated)	15%	-15%	4%	-5%	0.1%	-4%	13%
COC(=O)c1[nH]c2ccccc2c1NC(=O)CN1CC(C)OC(C)C1 (configuration not stated)	0%[38.3 µM]	-8%	8%	-1%	-0.2%	3%	-16%[46.1 µM]
COc1cc(NC(=O)c2ccc(Cl)cc2Cl)ccc1NC(=O)c1cccs1	.	11%[9.22 µM]	.	.	1.6%	12%	-6%
COc1cccc(NC(=S)N2CCN(C/C=C/c3ccccc3)CC2)c1	-7%[38.3 µM]	-1%	-9%	3%	-3.5%	-7%	-9%[46.1 µM]
Cc1ccc(CNC(=O)CO/N=C/c2ccc3c(c2)OCO3)cc1	-2%	22%	-1%	5%	-1.2%	-1%	1%
O=C(O)CSc1nnc(Nc2ccccc2)n1-c1ccccc1	4%	8%	-12%	4%	0.1%	4%	18%
COc1cc(OC)c(C(=O)Oc2ccc3c(c2)OCO3)cc1OC	15%[38.3 µM]	-15%	21%	-3%	-3.9%	4%	-5%[46.1 µM]
COc1ccc(C(=O)O/N=C(/C)c2cccs2)cc1	16%[38.3 µM]	-6%	.	13µM*	-2.1%	2%	-10%[46.1 µM]
O=C(CSc1nncc2ccccc12)N1CCCCC1	25%	-10%	1%	-2%	-1.2%	2%	-4%
CC(C)N1CCN(Cc2ccccc2-c2ccco2)CC1CCO (configuration not stated)	15%	-2%[9.22 µM]	-8%	0%	3.8%	5%	-14%
O=C(CSc1nc(O)cc(=O)n1-c1ccccc1)NCc1ccccc1	-6%	-8%	0%	4%	-0.9%	11%	-10%[46.1 µM]
COc1cc(OC)c(NC(=O)c2ccccc2F)cc1Cl	13%	15%	-5%	-1%	-1.5%	15%	-10%
COc1ccc(C(=O)Nc2cc([N+](=O)[O-])ccc2N2CCN(C)CC2)cc1	4%[38.3 µM]	9%	-1%	-2%	1.0%	-1%	-21%[46.1 µM]
Cc1c(C(=O)C(=O)N2CCCc3ccccc32)c2ccccc2n1C	17%	-10%	-7%	1%	3.9%	1%	-17%[46.1 µM]
Cc1ccc(-c2ccc(C3C(C#N)=C(N)Oc4n[nH]c(C)c43)o2)cc1 (configuration not stated)	23%[38.3 µM]	?	-12%	-2%	?	4%	-12%[46.1 µM]

4 records picked at random from the list so far, as already listed:
SMILES	IMPase Li cell	HTT aggregate	L3MBTL1 inh	KinaseGlo FLuc	Epigenetic reg	CBFb RUNX1 block	NPSR antagonist
Cc1ccc(CNC(=O)CO/N=C/c2ccc3c(c2)OCO3)cc1	-2%	22%	-1%	5%	-1.2%	-1%	1%
Cc1ccccc1NC(=O)CCCSc1nc2ccccc2s1	4%	-13%	31%[activator]	0%	1.3%	-3%	-26%
CC(C)N1CCN(Cc2ccccc2-c2ccco2)CC1CCO (configuration not stated)	15%	-2%[9.22 µM]	-8%	0%	3.8%	5%	-14%
Cc1c(C(=O)C(=O)N2CCCc3ccccc32)c2ccccc2n1C	17%	-10%	-7%	1%	3.9%	1%	-17%[46.1 µM]

Further entries
SMILES	IMPase Li cell	HTT aggregate	L3MBTL1 inh	KinaseGlo FLuc	Epigenetic reg	CBFb RUNX1 block	NPSR antagonist
Cc1ccc(Cl)c(OCC(=O)Nc2sc(C)c(C)c2C#N)c1	.	16%	1%	.	-0.9%	-4%	16%[46.1 µM]
CC1CCN(S(=O)(=O)c2ccc(N/N=C(/C#N)C(N)=O)cc2)CC1	5%[38.3 µM]	?	-12%	-2%	-1.0%	8%	-19%[46.1 µM]
CC(C)c1ccc(N=C(N)N=C(N)N)cc1	-7%	-25%	.	-1%	2.8%	5%	13%
Cc1sc2nc(C)n(/N=C/c3ccc(O)cc3O)c(=O)c2c1C	1%	8%	0%	1%	-5.5%	4%	-4%
O=C(/C=C/c1ccncc1)c1cc(Cl)ccc1O	.	-8%[9.22 µM]	-24%	.	1.1%	-19%	38%
COc1ccc(OC)c(-c2cc(C(=O)N3CCN(c4ncccn4)CC3)c3ccccc3n2)c1	-1%[38.3 µM]	20%	-5%	-2%	-1.1%	0%	-23%[46.1 µM]
O=C(NCc1cccc(C(F)(F)F)c1)c1cc(Cl)cc(Cl)c1	17%[38.3 µM]	-6%	8%	-3%	-1.1%	18%	-23%[46.1 µM]
COc1ccc(NC(=O)CN2CCN(c3nc(-c4cccc(OC)c4)cs3)CC2)cc1	11%	?	-26%	2%	-1.2%	?	10%[46.1 µM]
Cc1cc(C)n(C(=O)CNc2ccc(C)c(C)c2)n1	10%	14%	-19%	-8%	0.0%	8%	4%[46.1 µM]
CS(=O)(=O)N(Cc1ccccc1)c1ccc(C(=O)NCCSCc2ccco2)cc1	4%	-15%	?	-1%	0.0%	2%	-17%[46.1 µM]
Cc1noc(C)c1C(=O)N1CCC(C(=O)c2ccc(F)cc2F)CC1	.	-4%[9.22 µM]	6%	.	-0.1%	4%	-14%
O=C(NCC1CCCO1)c1cc2ccccc2nc1Cl (configuration not stated)	-8%	1%	.	-6%	1.1%	-1%	12%
